Rat MKP-3 inhibitors: MKP-3 phosphatase inhibitors, primary screen, biochemical, rat enzyme, in vitro (AID 425); recombinant MKP-3 phosphatase activity, fluorescence; higher % means a stronger effect; inhibition, % at 20 µM, or IC50 in µM where a hit was titrated; 110,000 compounds, 0.17% hits; in the data active = inhibition above about 50%;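 note: plate controls were vehicle for no effect and reference inhibitor for full effect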
Hsp70 inhibitors: small molecules displacing fluorescent ligand from Hsp70 – biochemical, fluorescence polarization, primary screen (AID 583); Hsp70 fluorescence polarization probe displacement, mP; higher % means a stronger effect; displacement, % at 20 µM; hits with a dose series show IC50 in µM; 140,000 compounds, 0.06% hits; in the data active = displacement above about 50%;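 note: plate controls were vehicle for no effect and reference ligand for full effect; a part of the inactive calls stands beside numbers as strong as those of hits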
* = called active by the depositor; nt = no result given; & = joins results of further samples. This is a subset; the hit share may differ from the screen's.

SMILES,Rat MKP-3 inhibitors,Hsp70 inhibitors
CC(C)CC(=O)N1CCN(CCCc2ccccc2)CC1,-1.2%,-4.5%
CC(=O)c1cc(C#N)c(SCc2ccncc2)nc1C,10.5%,0.6%
COc1ccc(NC(=O)C2CC(=O)NC(Nc3cccc(C)c3)=N2)cc1 (centres undefined),-3.1%,2.5%
FC(F)(F)C1=CC(c2ccc(Br)cc2)=NCCN1,nt,1.4%
CCOCCCNC(=O)C(NC(=O)CNC(C)=O)c1ccc(Cl)cc1 (centres undefined),4.5%,-8.0%
O=C1c2ccccc2C(=O)C1(c1ccccc1)[N+](=O)[O-],1.0%,-3.2%
CCOCc1nnc(NC(=O)CSc2ccc(C)cc2)s1,nt,0.7%
CCCC(=O)OCCn1c(Br)nc2c1c(=O)[nH]c(=O)n2C,3.8%,2.6%
O=C(NCc1cccnc1)Nc1ccccc1F,nt,0.3%
O=C(CSc1nc2ccccc2[nH]1)Nc1ccccc1N1CCOCC1,-4.5%,-0.8%
CCOC(=O)C1=C(Cc2ccc(Cl)cc2)C(=O)c2ccccc2C1=O,nt,0.7%
C=CCSC1=C(C#N)C(c2cc(Br)c(O)c(OC)c2)CC(=O)N1 (centres undefined),-9.5%,-0.5%

Three entries already listed, ordered by count of non-hydrogen atoms, rising.
SMILES,Rat MKP-3 inhibitors,Hsp70 inhibitors
CCCC(=O)OCCn1c(Br)nc2c1c(=O)[nH]c(=O)n2C,3.8%,2.6%
CCOCCCNC(=O)C(NC(=O)CNC(C)=O)c1ccc(Cl)cc1 (centres undefined),4.5%,-8.0%
COc1ccc(NC(=O)C2CC(=O)NC(Nc3cccc(C)c3)=N2)cc1 (centres undefined),-3.1%,2.5%

Additional compounds:
SMILES,Rat MKP-3 inhibitors,Hsp70 inhibitors
O=C(CCN1C(=O)c2cccnc2C1=O)NC1CCCCCC1,-7.6%,1.7%
CC(C)C(NS(=O)(=O)c1ccc2c(c1)OCCO2)C(=O)NCCc1ccccn1 (centres undefined),-0.6%,-3.6%
S=C(c1nc2ccccc2[nH]1)N1CCOCC1,nt,0.9%
CCSc1nnc(NC(=O)c2ccco2)s1,0.2%,-3.0%&-4.4%
Cc1cc(=O)oc(C)c1C(=O)NCCNC(=O)c1c(C)cc(=O)oc1C,5.5%,2.6%
CC1=C(C(=O)Nc2ccccn2)C(c2ccccc2)n2ncnc2N1 (centres undefined),8.3%,1.2%
COCCn1c(SCC(=O)N2CCCc3ccccc32)nc2ccccc2c1=O,-3.9%,0.5%
COc1ccc(OC)c(NC(=O)CCc2ccccc2)c1,2.6%,-1.3%
CC(Cc1ccccc1)N=C1NS(=O)(=O)c2cc([N+](=O)[O-])ccc21 (centres undefined),1.1%,-0.1%
O=c1c2ccccc2nc(-c2ccoc2)n1CCc1ccccc1,-11.4%,0.8%
Cc1noc(C)c1COC(=O)c1cc2c(C)nn(-c3ccc(F)cc3)c2s1,-4.7%,4.3%
COc1ccc(/C=C/C2=NC(=C\N(C)C)/C(=O)O2)cc1,-1.7%,-2.2%
CCOC(=O)c1sc2nc(CC(=O)OC)nc(N3CCN(c4ccccn4)CC3)c2c1C,-7.8%,-1.3%
COc1ccc(CCNC(=O)CSc2nc(N)c3c(C)c(C)oc3n2)cc1OC,-9.6%,6.5%
CCCCC1(C(=O)O)CC(C)=C(C)CC1C(=O)O (centres undefined),-0.1%,-3.1%
CCOC(=O)c1c(NC(=O)c2nn(CC)cc2Br)c(C#N)cn1-c1ccccc1,-3.8%,5.1%
COc1ccc2nc(NC3=NC(c4ccccc4)CC(=O)N3)nc(C)c2c1 (centres undefined),1.9%,-4.8%
Fc1ccc(-c2nnc(NC3=NCCCCC3)o2)cc1,-0.8%,4.5%
CCCCN1C(=O)/C(=C/c2cccc3ccccc23)SC1=S,-0.2%,-0.3%
CCN=C1SC(CC(=O)NC(C)C)C(=O)N1CC (centres undefined),nt,2.7%
COC(=O)c1cccc(NC(=O)CSc2nnnn2C)c1,2.7%,-0.8%
Cc1cccc(CC2CC(=O)N(c3cccc(Cl)c3C)C2=O)c1 (centres undefined),-4.4%,5.5%
O=C(NCc1ccccc1F)C1CCCN(C(=O)NC2CCCCC2)C1 (centres undefined),-14.7%,-3.6%
O=C1C2C(c3ccccc3Cl)OC3(C(=O)c4ccccc4C3=O)C2C(=O)N1c1ccccc1C(F)(F)F (centres undefined),-1.9%,5.0%

Structures listed so far that have a thiophene ring, fused or not (2):
SMILES,Rat MKP-3 inhibitors,Hsp70 inhibitors
Cc1noc(C)c1COC(=O)c1cc2c(C)nn(-c3ccc(F)cc3)c2s1,-4.7%,4.3%
CCOC(=O)c1sc2nc(CC(=O)OC)nc(N3CCN(c4ccccn4)CC3)c2c1C,-7.8%,-1.3%

More entries.
SMILES,Rat MKP-3 inhibitors,Hsp70 inhibitors
Cc1ccc(N2C(=O)NC(=O)/C(=C\c3ccc(-c4ccc(C)c([N+](=O)[O-])c4)o3)C2=O)cc1,3.6%,-2.3%
Cc1cc(C)cc(N2CCCn3c2nc2c3c(=O)n(CC(=O)OCc3ccccc3)c(=O)n2C)c1,-3.1%,6.9%
COc1ccccc1Nc1nc(N)nc(CSc2nncn2C)n1,1.7%,-1.4%
O=C(c1ccccc1)c1cccc(NC(=O)c2ccco2)c1,-12.3%,-1.2%
COc1ccc2nc(C)cc(N3CCOCC3)c2c1,-10.9%,4.2%
CC1CCCCN1S(=O)(=O)c1cccc2cccnc12 (centres undefined),-2.7%,28.4%
O=C1NN(c2ccc(Cl)c(Cl)c2)C(=O)/C1=C/c1cccn1-c1ccc([N+](=O)[O-])cc1,-0.5%,-4.9%
O=C(CSc1nc2cc(Cl)ccc2s1)c1ccco1,-7.3%,-2.3%
Cc1ccc(C)c(N2CCN(S(=O)(=O)c3ccc4c(c3)OCCO4)CC2)c1,-12.9%,2.9%
CC(C)NC(=O)c1cc(-c2ccco2)on1,9.9%,-3.8%
CCOC(=O)c1ccc(NC(=O)CN2C(=O)CCC2=O)cc1,1.1%,1.1%&-1.1%
CCN(CC)S(=O)(=O)c1ccc(C(=O)Oc2ccc3c(c2)OCO3)cc1,-1.5%,0.5%

More compounds follow:
Each structure is followed by: Rat MKP-3 inhibitors	Hsp70 inhibitors
> CC(C)Cc1nnc(NS(=O)(=O)Cc2ccccc2)s1
    nt	1.5%
> Cc1cc(OCC(=O)Nc2cc(Cl)cc(Cl)c2)ccc1Br
    1.0%	1.3%
> O=C1c2ccccc2NC(c2ccc(O)cc2)N1Cc1ccco1 (centres undefined)
    0.7%	-1.6%&-4.5%
> CN(C(=O)c1ccc(Cl)cc1)c1ccccc1
    -2.0%	4.6%
> CC1(C)CC(=O)CC(=Nc2ccc3[nH]c(=O)[nH]c3c2)C1
    -1.0%	-4.5%
> O=C(Nc1cc(C(F)(F)F)ccc1N1CCOCC1)c1c(F)c(F)c(F)c(F)c1F
    -7.0%	7.6%
> Cc1ccc(N2CC(C(=O)N/N=C/c3ccc4c(c3)OCO4)CC2=O)cc1 (centres undefined)
    4.1%	-2.3%
> Cc1nnc(SCC(=O)NCc2ccccc2)[nH]c1=O
    nt	-1.4%
> O=C(CCn1cccc1)Nc1cccc(F)c1
    -3.3%	2.1%
> CC(C)NC(=O)CN(c1cccc(Cl)c1)S(C)(=O)=O
    -2.6%	1.6%
> CC(C)(C)SCCNC(=O)CN(c1ccc(F)c(Cl)c1)S(C)(=O)=O
    nt	-4.9%
> CC1Cc2nc(SCC(=O)NCCc3ccccc3)n(C)c(=O)c2S1 (centres undefined)
    -0.7%	3.4%
> O=C(c1ccccn1)N(Cc1cc2ccccc2[nH]c1=O)C1CCCCC1
    -10.5%	0.6%
> CCOC(=O)c1c(NC(=O)c2cc(OCC)c(OCC)c(OCC)c2)sc(C)c1C
    6.5%	0.0%
> COc1ccc(C2=Nc3cc(C)ccc3OC2)cc1
    nt	-1.9%
> CC(=O)Nc1ccc(S(=O)(=O)N2CCN(C3CCCCCCC3)CC2)cc1
    -16.5%	0.2%
> CCN(CC)C(=O)CSc1ncnc2c1cnn2Cc1ccccc1
    -0.1%	-4.2%
> Cc1nn(-c2ccccc2)c(C)c1/C=N/NC(=O)c1cc(-c2ccc(Cl)cc2)n[nH]1
    5.8%	1.8%
> O=C(Cn1cnc2c(cnn2-c2ccccc2)c1=O)NCCc1ccccc1
    1.1%	-3.1%
> O=C(Nc1ccccn1)c1ccc2ccccc2n1
    5.8%	4.1%

Entries from the list above that contain a cyano group:
Each structure is followed by: Rat MKP-3 inhibitors	Hsp70 inhibitors
> CC(=O)c1cc(C#N)c(SCc2ccncc2)nc1C
    10.5%	0.6%
> C=CCSC1=C(C#N)C(c2cc(Br)c(O)c(OC)c2)CC(=O)N1 (centres undefined)
    -9.5%	-0.5%
> CCOC(=O)c1c(NC(=O)c2nn(CC)cc2Br)c(C#N)cn1-c1ccccc1
    -3.8%	5.1%

Additional records follow:
Each structure is followed by: Rat MKP-3 inhibitors	Hsp70 inhibitors
> COc1cccc(C(=O)Nc2cccc(SC)c2)c1
    -18.9%	22.0%
> COCn1c(COc2ccc3ccccc3c2)nc2ccccc21
    nt	-3.7%
> COCCn1c(COc2cccc(OC)c2)nnc1SCC(=O)N1CCOCC1
    0.1%	6.7%
> CC(=O)N(CCN(C(C)=O)c1ccccc1)c1ccccc1
    -6.9%	-1.9%
> O=C(NCc1ccc(Cl)cc1)C(=O)Nc1ccc([N+](=O)[O-])cc1
    1.5%	-4.4%
> CC(c1ccccc1)c1nnc(N)s1 (centres undefined)
    -3.0%	0.8%
> COc1ccccc1NC(=O)N1CCN(c2cccc(C(F)(F)F)c2)CC1
    -1.1%&3.3%	5.1%&-6.0%
> Cc1nc(SCC(=O)N2CCCc3ccccc32)c2oc3ccccc3c2n1
    -10.6%	-0.7%
> O=C(NC(=S)Nc1ccc(Cl)c(-c2nc3cc(Cl)ccc3o2)c1)c1ccco1
    0.2%	-0.6%
> Cc1ccc(OCC(O)CN2CCN(CC(O)COc3ccc(C)cc3)CC2)cc1 (centres undefined)
    -17.0%	-0.4%
> COc1ccc(C2(O)CCN(C(=O)Cc3cccnc3)CC2)cc1
    -2.8%	-1.0%
> COc1ccc(CCNC(=O)COc2cccc(C)c2)cc1
    6.7%	-2.8%
> Cc1ccc(NC(=O)NC(=O)CSc2nnnn2C)c(C)c1
    -0.9%	-3.5%
> O=S(=O)(c1cccs1)n1cnc2ccccc21
    -12.5%&-1.5%	2.0%&5.5%
> Brc1ccc2c(c1)c1nc3ccccc3nc1n2CCN1CCOCC1
    2.2%	3.9%
> CS(=O)(=O)N(CC(=O)N1CCOCC1)Cc1ccc(Cl)cc1
    -6.9%	-2.1%
> COc1ccc(-n2ncc3c(N(C)C4CCCCC4)ncnc32)cc1
    1.7%	nt
> COc1ccc2c(C)nc(Nc3nc(C)cc(=O)[nH]3)nc2c1
    -13.5%	-4.5%
> CCOC(=O)N1CCN(C(=O)c2oc3ccc(S(=O)(=O)N4CC(C)CC(C)C4)cc3c2C)CC1 (centres undefined)
    6.2%	nt
> CCOC(=O)c1c(C)oc2ccc(OCc3ccc(F)cc3)cc12
    2.9%	-1.6%
> CSc1nnc(Cn2c(=O)sc3ccccc32)n1CCc1ccccc1
    -1.0%	-0.2%
> Cc1cccc(CCNC(=O)CCc2nc(-c3ccccc3F)no2)c1
    -5.4%	-4.5%
> Cc1noc(NS(=O)(=O)c2ccc(NC(=O)Nc3ccc(Cl)c(Cl)c3)cc2)c1C
    -7.1%	4.6%
> CCOc1ccc(C(O)c2nccn2C)cc1 (centres undefined)
    nt	-5.2%
> O=C1S/C(=C/c2ccc(F)cc2)C(=O)N1CNc1ccc(I)cc1
    3.5%	8.0%
> CCOC(=O)C1CCN(c2c(NCCCN(C)C3CCCCC3)c(=O)c2=O)CC1
    0.0%	8.1%
> NC(=O)C1CCN(CCC(=O)Nc2ccc3c(c2)CCC3)CC1
    nt	0.5%
> CSC(=O)NC1(Cc2ccc(O)cc2)CCCCC1
    3.4%	-5.6%
> O=C(Nc1ccc(F)c([N+](=O)[O-])c1)C(c1ccccc1)c1ccccc1
    1.5%	1.0%
> COc1cccc(C2/C(=C(/O)c3cnn(-c4ccccc4)c3C)C(=O)C(=O)N2CCN(C)C)c1OC (centres undefined)
    -2.5%	-0.8%
> CCCC(=O)NC(c1ccccc1Cl)c1c(O)ccc2ccccc12 (centres undefined)
    -5.4%	3.4%
> COc1ccccc1CNC(=O)Cn1cnc2ccccc2c1=O
    -6.2%	2.0%
> O=C(NCCCNc1ccc([N+](=O)[O-])cc1Cl)c1ccc(F)cc1
    -2.6%	11.0%
> COc1ccc(-c2nc(-c3ccncc3)no2)cc1OC
    -11.0%	2.2%
> O=C(CSc1nc(O)c(Cc2ccccc2)c(=O)[nH]1)Nc1ccccc1
    5.2%	6.1%
> CN(C)CCOC(=O)CCc1cc(C(C)(C)C)c(O)c(C(C)(C)C)c1
    2.2%	5.9%
> CC1(C)CNC(=O)c2sc(N3CCOCC3)nc2C1
    -16.4%	-2.4%
> COC(=O)c1ccccc1NC(=O)COC(C)=O
    -7.5%	2.3%
> O/N=C1\CC/C(=N\O)c2nn(-c3ccc(Cl)cc3Cl)nc21
    0.8%	2.1%
> c1ccc(-n2ncc3c(NCCN4CCOCC4)ncnc32)cc1
    6.6%	-1.9%
> CCOc1ccc(/C=N/Nc2nc(N3CCCCC3)nc(N3CCCCC3)n2)cc1OC
    4.7%	20.9%
> Cc1ccc(S(=O)(=O)N2CCSC2c2ccco2)cc1 (centres undefined)
    8.8%	-2.5%
> CCCOC(=O)c1ccc(NC(=O)CCC(=O)OC)cc1
    -1.3%	-1.2%
> Cc1nc2cc(Nc3nnc(-c4ccc(Cl)cc4)c4ccccc34)ccc2n1C
    -6.0%	-3.6%
> N/C(=N/O)c1nc(N2CCCCC2)nc(N2CCCCC2)n1
    -8.2%	-4.1%
